Screening data: PubChem, several laboratories
Tb MetRS inh = blocks T. brucei methionyl-tRNA synthetase activity. purified T. brucei MetRS, ATP depletion, Kinase-Glo luminescence. inhibition, % at 11.9 µM. 360,000 compounds, 0.4% hits. AID 624268;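 active = inhibition above a per-plate cutoff of the control wells' mean inhibition plus 3 SD, cut at about 5.5% in these data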;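 also: 0% = DMSO wells median and 100% = median of wells with control inhibitor compound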
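Dosing: 11.9 µM single point; system: parasite MetRS enzyme; technique: luminescence of leftover ATP; times: 15 min enzyme-compound preincubation, 2 h reaction, 10 min detection, 25 °C; replicates: each compound tested once; read-out basis: percent inhibition relative to median high and low control wells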
Scp-1 inhibitor = Scp-1 (human) phosphatase inhibition | 340,000 compounds, 0.88% hits | Q9GZU7 | Recombinant Scp1, phosphopeptide, malachite green phosphate absorbance | inhibition, % at 20 µM | AID 493091;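 active = inhibition above about 50% at 20 µM, limit read from the data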;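 also: plate controls were DMSO wells with enzyme for no effect and wells lacking enzyme for full effect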
Target sequence (Q9GZU7 76-261 limits assumed): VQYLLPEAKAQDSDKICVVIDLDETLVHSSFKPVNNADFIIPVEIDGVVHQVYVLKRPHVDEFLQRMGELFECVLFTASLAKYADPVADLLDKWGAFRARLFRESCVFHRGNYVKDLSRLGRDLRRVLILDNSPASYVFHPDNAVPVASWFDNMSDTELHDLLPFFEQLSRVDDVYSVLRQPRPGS
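Material – SCP-1 phosphatase catalytic domain, residues 76-261 · Buffer or medium – Acidic Tris acetate buffer with magnesium and detergent · Also added – Phospho 17-mer peptide substrate · Compound – single 20 µM dose, 1% DMSO · Times – 45 min room-temperature reaction, 5 min colour, 30 min stabiliser · Technique – Phosphate-binding colour reagent, absorbance read at 630 nm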
STEP block = inhibitors of human striatal-enriched phosphatase STEP; P54829; 360,000 compounds, 0.25% hits; inhibition, % at 20 µM; recombinant STEP, OMFP fluorogenic substrate, fluorescence;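 active = inhibition at 20 µM, scaled per plate between control wells, above about 37%, limit read from the data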;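 also: 0% = DMSO with enzyme and substrate and 100% = substrate only without enzyme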
Target sequence (P54829 whole entry, looked up): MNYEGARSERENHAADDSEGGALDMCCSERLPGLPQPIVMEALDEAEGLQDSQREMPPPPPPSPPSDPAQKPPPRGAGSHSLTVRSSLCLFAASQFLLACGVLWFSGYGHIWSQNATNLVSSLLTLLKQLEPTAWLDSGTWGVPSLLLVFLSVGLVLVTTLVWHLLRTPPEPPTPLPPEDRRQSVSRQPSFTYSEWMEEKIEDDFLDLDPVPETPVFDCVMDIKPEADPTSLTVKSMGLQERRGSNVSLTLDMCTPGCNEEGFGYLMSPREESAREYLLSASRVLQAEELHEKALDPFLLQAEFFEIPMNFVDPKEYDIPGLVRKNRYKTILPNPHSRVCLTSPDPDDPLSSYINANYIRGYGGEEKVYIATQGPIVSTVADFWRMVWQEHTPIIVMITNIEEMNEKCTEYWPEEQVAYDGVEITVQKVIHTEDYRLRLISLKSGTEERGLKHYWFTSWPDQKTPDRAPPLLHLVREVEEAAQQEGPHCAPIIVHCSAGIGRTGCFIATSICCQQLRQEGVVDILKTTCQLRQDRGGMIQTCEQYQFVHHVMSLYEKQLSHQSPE
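Test system: STEP tyrosine phosphatase / Reagent: OMFP at 25 µM / Doses: 20 µM, 1% DMSO / Read-out: percent inhibition scaled to no-enzyme and uninhibited-enzyme controls, plate-pattern corrected / Detection: FITC-channel fluorescence of OMFP product / Medium: Bis-Tris buffer pH 6.0, 2.5 mM DTT, 0.005% Tween 20 / Schedule: 20 min at room temperature, dark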
NadD block = NadD (S. aureus) enzyme inhibition | inhibition, % at 20 µM | purified NadD enzyme, colorimetric absorbance read-out | 360,000 compounds, 0.78% hits; in the data active = inhibition above about 26%; also: some compounds past the cut are filed as inactive
DNMT1 inh = blocks human DNA methyltransferase DNMT1; P26358; DNMT1 molecular beacon, Hinp1I cleavage, fluorescence; 360,000 compounds, 0.83% hits; inhibition (reported as % activation of signal), % at 10 µM; in the data active = inhibition above about 50%
MsrA inhibitor = inhibits bovine methionine sulfoxide reductase A | 360,000 compounds, 0.75% hits | AID 651718 | purified bovine MsrA, absorbance read-out | inhibition, % at 15.5 µM; in the data active = inhibition above about 4.5%;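 also: 0% = vehicle wells with enzyme and 100% = reference inhibitor wells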
LMPTP inh = LMPTP (human) inhibition | recombinant LMPTP-A, OMFP fluorogenic substrate, fluorescence intensity | inhibition, % at 20 µM | 360,000 compounds, 0.22% hits | AID 651560;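 active = compounds that cut the enzyme signal by at least half of the control window in the single-dose screen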;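 also: plate controls were DMSO wells with enzyme plus substrate for no effect and substrate without enzyme for full effect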
Target sequence (P24666 whole entry, looked up): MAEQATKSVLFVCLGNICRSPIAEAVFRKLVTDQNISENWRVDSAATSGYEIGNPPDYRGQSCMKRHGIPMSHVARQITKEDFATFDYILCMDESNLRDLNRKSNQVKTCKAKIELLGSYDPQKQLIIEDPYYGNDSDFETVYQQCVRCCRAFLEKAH
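Test system: LMPTP-A phosphatase enzyme; input: 0.625 nM LMPTP-A final; reagent: OMFP substrate, 400 µM final; compound dosing: 20 µM single dose, 3% DMSO; incubation: 50 min dark incubation at room temperature; measured by: endpoint fluorescence intensity from OMFP dephosphorylation; measure: % inhibition relative to no-enzyme and uninhibited control wells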
SUMO1-SIM PPI = alters human SUMO1 binding to SIM partners; P63165; 360,000 compounds, 0.33% hits; inhibition, % at 20 µM; SUMO1 binding to a labelled peptide, TR-FRET, 1 h; AID 602429; in the data active = inhibition above about 37%
Target sequence (P63165 whole entry, looked up): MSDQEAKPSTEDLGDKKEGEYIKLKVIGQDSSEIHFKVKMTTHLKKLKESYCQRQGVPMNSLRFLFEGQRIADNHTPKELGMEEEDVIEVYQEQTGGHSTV
Rpn11 block = blocks the human proteasome subunit Rpn11; human 26S proteasome, Ub4-pepOG fluorescence polarization; 20S core pre-blocked with epoxomicin; O00487; AID 588493; calls only at 20 µM; 360,000 compounds, 0.59% hits;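 active = inhibition at 20 µM, scaled to each plate's controls, above about 33%, limit read from the data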
CSN inh = inhibitors of human CSN-mediated cullin deneddylation | Q92905 | Purified CSN, SCF-Nedd8-OG deneddylation, fluorescence polarization | inhibition, % at 12.5 µM | 360,000 compounds, 0.38% hits | AID 651999;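 active = pattern-corrected inhibition above about 35%, with an unprinted fluorescence ratio check between 0.5 and 1.5, limit read from the data, passing the limit was not always enough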;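 also: 0% = enzyme with substrate and 100% = substrate without enzyme; some results filed as inactive read as strong as hits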
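assay system = purified human Csn5 enzyme expressed in HEK293T cells | amount = 0.24 nM enzyme | buffer or medium = Tris/NaCl/DTT buffer, pH 7.5 | reagent = 10 nM SCFSkp2-Nedd8OG | compound = one concentration, 12.5 µM, 0.25% DMSO | times = 90 min reaction at room temperature | signal = FP | read-out basis = % inhibition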
The depositor's hits bear a star; i = inactive; . = no result given. Outcome played no part in choosing rows; overall some 3.9% were active at least once.

Tb MetRS inh	Scp-1 inhibitor	STEP block	NadD block	DNMT1 inh	MsrA inhibitor	LMPTP inh	SUMO1-SIM PPI	Rpn11 block	CSN inh	SMILES
-1.1	-19	2	-9	2	0.8	-0.3	-4	i	1	CN(C(=O)Cc1c(C(=O)O)n(C)c2ccccc12)c1cccc(C(F)(F)F)c1
0.6	1	2	-3	3	-0.2	0.4	-6	i	0	CC12CCC(C(=O)NNC(=O)c3ccccc3)(OC1=O)C2(C)C (centres undefined)
1.9	-9	1	-1	1	0.1	-0.8	-3	i	0	CCOc1ccc(CNC(=O)CCS(=O)(=O)Cc2ccccc2C)cc1OC
-0.3	-4	1	10	-1	0.1	-0.3	1	i	-3	COc1ccc(-n2nc(C(=O)NCC(=O)N3CCN(c4ccc(F)cc4)CC3)c3ccccc3c2=O)c(OC)c1
-0.3	-4	-41	20	-9	.	3.0	3	.	92	COc1cc(OC)c(OC)cc1/C=C1\Oc2cc(OCC(=O)N3Cc4ccccc4C[C@H]3C(=O)O)ccc2C1=O
-0.1	-10	-2	-3	-2	-1.2	-0.3	-3	i	-1	CN(c1ccc(Cl)cc1)S(=O)(=O)c1nnc(NC(=O)C(C)(C)C)s1
-0.5	-2	-2	-6	2	0.6	-1.3	-1	i	-1	Cc1ccc(NC(=O)c2cccnc2)cc1C
-2.2	-2	-1	0	3	-1.8	1.1	2	i	1	CCCCN(CC)C(=O)c1n[nH]c(=O)c2ccccc12
-0.5	-6	1	-4	3	0.4	-0.5	0	i	0	Cc1c(Cc2ccc3c(c2)OCO3)sc(NC(=O)C(C)(C)C)c1C#N
-1.2	0	0	5	-4	-0.7	0.1	3	i	-12	COc1cc(OC)cc(N(C(=O)C2COc3ccccc3O2)C(C(=O)NC2CCCCC2)c2ccc(O)cc2)c1 (centres undefined)
-1.5	3	6	-1	53*	-1.0	0.6	3	i	-4	O=C(CSc1nc2ccccc2c(=O)n1-c1ccccc1)N1CCc2ccccc21
-0.2	-3	5	4	-10	-0.2	-2.6	6	i	1	O=S(=O)(c1cccc(NC(=S)Nc2ccc(Br)cc2Cl)c1)N1CCOCC1
0.5	-6	-2	7	5	-0.4	-2.1	-1	i	-7	CCC(=O)N/N=C(\C)CC(=O)Nc1ccccc1-c1ccccc1
-0.2	-3	0	-5	-5	1.1	-0.6	-25	i	30	CN(C(=O)c1cccc(NC(=O)Cc2cccc([N+](=O)[O-])c2)c1)C1CCCCC1
-0.3	3	-1	2	0	1.4	-0.1	1	i	4	CCOc1ccccc1NC(=O)CSC1=NN2CCCC(=O)N=C2S1
-0.4	-7	1	-6	-3	1.8	2.5	-18	i	3	COc1ccc(/C=N\NC(=O)c2ccccc2)cc1COc1ccccc1
-0.3	-5	0	-3	3	0.3	-0.6	3	i	0	O=C(Nc1cccnc1)Nc1ccccc1Cl
0.7	1	5	0	-7	-0.7	7.2	19	i	4	O=[N+]([O-])c1cc([N+](=O)[O-])c2nonc2c1Nc1ccc(O)cc1
-0.5	-1	-1	-4	2	-0.9	-0.2	-1	i	0	COc1ccc(S(=O)(=O)NCC(c2ccc(C)cc2)N2CCN(C)CC2)cc1 (centres undefined)
-0.5	-8	-1	-2	2	-0.3	-1.2	0	i	-5	Cn1c(-c2ccccc2)c[n+]2c1-c1ccccc1C2
-0.3	-3	3	0	2	-0.7	0.6	-2	i	-14	CC(C)(C)c1ccc(/C=C/C(=O)N2CCN(c3ncccn3)CC2)cc1
-0.6	-7	-1	0	-5	1.1	-2.2	-19	i	5	O=C(CSc1nnc2ccc(-c3cccnc3)nn12)Nc1ccc(F)cc1F
-0.9	4	-2	0	1	0.3	-0.4	-8	i	-2	CCCNC(=O)CS(=O)(=O)Cc1nc(-c2cccc(OC)c2)oc1C
0.0	-8	-2	17	-1	2.3	0.1	17	i	4	COc1ccc(C)cc1NC(=O)C(=O)NNC(=O)COc1ccc(Cl)cc1
-0.3	-10	-3	-3	4	1.0	-1.1	-4	i	4	CS(=O)(=O)c1ccc2nc(NC(=O)c3ccccc3)sc2c1
-1.2	0	3	-1	2	1.1	-0.9	-19	i	-3	O=C(C1CCCCC1)N1CCN=C1SCc1cccc([N+](=O)[O-])c1
0.2	6	0	8	-3	-0.5	-0.2	3	i	2	O=C(c1cc(-c2ccc(Br)cc2)n[nH]1)N1CCN(C(=O)c2ccccc2Br)CC1
-1.0	-6	0	8	0	0.2	2.1	-4	i	3	Cc1cc(NC(=O)c2cc(-c3ccc(C)s3)nc3ccccc23)no1
-0.9	11	0	4	1	1.4	0.3	-2	i	-5	COc1cc(C2CC(=O)c3c([nH]c(C(=O)OCCOC(C)C)c3C)C2)cc(OC)c1OC (centres undefined)
-1.4	-7	5	-4	1	-0.4	-2.3	-2	i	1	O=C1Nc2ccccc2C1(O)Cc1ccncc1 (centres undefined)
-1.1	-8	-2	-2	-5	2.6	1.7	0	i	-2	CCOC(=O)c1sc(N(Cc2ccccc2)C(=O)CSc2ncn[nH]2)nc1C
-0.5	-2	-2	9	1	0.3	-0.7	-4	i	-3	O=S(=O)(c1ccc(=S)[nH]c1)N1CCOCC1
0.3	-4	-7	-2	1	2.3	0.5	0	i	-3	CC(=O)c1ccc(NS(=O)(=O)Cc2ccc(Cl)cc2)cc1
0.1	-2	2	-4	-3	0.6	-1.9	1	i	5	O=C1C2CCCN2C(c2ccc(F)cc2)N1c1nccs1 (centres undefined)
-0.5	-5	-2	-1	3	0.4	-0.6	-1	i	-1	Cc1ccc(OCC(=O)Nn2c(C)nc3ccccc3c2=O)c(C(C)C)c1
1.3	3	2	0	16	-0.8	7.9	-2	i	-2	O=C(Nc1ccc(Cl)cc1)Nc1nnc(SCc2ccc(Cl)cc2)s1

A second format for 9 compounds above.
Structure,Tb MetRS inh,Scp-1 inhibitor,STEP block,NadD block,DNMT1 inh,MsrA inhibitor,LMPTP inh,SUMO1-SIM PPI,Rpn11 block,CSN inh
CS(=O)(=O)c1ccc2nc(NC(=O)c3ccccc3)sc2c1,-0.3,-10,-3,-3,4,1.0,-1.1,-4,i,4
O=C(C1CCCCC1)N1CCN=C1SCc1cccc([N+](=O)[O-])c1,-1.2,0,3,-1,2,1.1,-0.9,-19,i,-3
O=C(c1cc(-c2ccc(Br)cc2)n[nH]1)N1CCN(C(=O)c2ccccc2Br)CC1,0.2,6,0,8,-3,-0.5,-0.2,3,i,2
Cc1cc(NC(=O)c2cc(-c3ccc(C)s3)nc3ccccc23)no1,-1.0,-6,0,8,0,0.2,2.1,-4,i,3
COc1cc(C2CC(=O)c3c([nH]c(C(=O)OCCOC(C)C)c3C)C2)cc(OC)c1OC (centres undefined),-0.9,11,0,4,1,1.4,0.3,-2,i,-5
O=C1Nc2ccccc2C1(O)Cc1ccncc1 (centres undefined),-1.4,-7,5,-4,1,-0.4,-2.3,-2,i,1
CCOC(=O)c1sc(N(Cc2ccccc2)C(=O)CSc2ncn[nH]2)nc1C,-1.1,-8,-2,-2,-5,2.6,1.7,0,i,-2
O=S(=O)(c1ccc(=S)[nH]c1)N1CCOCC1,-0.5,-2,-2,9,1,0.3,-0.7,-4,i,-3
CC(=O)c1ccc(NS(=O)(=O)Cc2ccc(Cl)cc2)cc1,0.3,-4,-7,-2,1,2.3,0.5,0,i,-3

Additional entries follow.
Tb MetRS inh	Scp-1 inhibitor	STEP block	NadD block	DNMT1 inh	MsrA inhibitor	LMPTP inh	SUMO1-SIM PPI	Rpn11 block	CSN inh	SMILES
-0.6	-3	1	-2	2	3.0	0.0	-6	i	105	CCOC(=O)c1sc(=S)n(-c2ccccc2)c1N(C(C)=O)C(C)=O
0.1	-12	-4	-11	2	1.4	1.1	5	i	3	COc1cc(OC)c(C(=O)OC(C)C(=O)Nc2cc(C(F)(F)F)ccc2Cl)cc1OC (centres undefined)
-0.6	-1	-1	1	-1	-0.2	-2.4	-2	i	-8	CCN1CCN(c2nc3c(c(=O)[nH]c(=O)n3C)n2CCCc2ccccc2)CC1
-0.5	-7	-2	-6	2	-1.2	-1.1	-5	i	-2	Cn1ccnc1C(=O)c1ccccc1Cl
-0.1	3	-2	-9	2	0.8	0.4	1	i	6	Cc1sc(NC(=O)CN(C(=O)c2ccccc2F)C2CCCC2)c(C(N)=O)c1C
-0.7	9	-2	-6	2	1.6	-2.0	4	i	3	COc1ccc(C)cc1S(=O)(=O)N1CCC(C(=O)NC2CCCC2)CC1
0.0	-6	-3	-7	-4	-0.1	0.4	3	i	5	Cc1ccccc1NC(=O)c1ccc(F)c(S(=O)(=O)NCC2CCCO2)c1 (centres undefined)
-0.6	-7	1	-4	-3	0.5	0.1	8	i	-1	Cc1nn(-c2ccccc2)c(Cl)c1C(=O)OCC(=O)NCCc1ccccc1
0.1	-6	-2	4	2	4.1	-1.2	-14	i	-7	Cc1cccnc1NC(=O)/C=C/c1ccc2c(c1)OCO2
-0.2	2	0	-1	2	0.0	-1.0	1	i	3	O=C(NN=Cc1ccc(F)cc1)C1CC1
-0.3	-6	4	0	-7	-0.8	1.1	0	i	-2	O=C(Nc1nc(-c2ccccn2)cs1)c1ccc(Cl)s1
0.5	0	4	5	-4	0.4	2.2	-4	i	4	COCCn1c(SCc2csc(-c3ccccc3)n2)nc2ccccc21
0.0	-6	2	-6	1	0.8	1.6	8	i	0	Cc1ccc(NS(=O)(=O)c2cccc3cccnc23)c(Br)c1
-0.4	0	2	3	2	-0.6	-3.4	-3	i	-5	CN1CCN(C(=O)Nc2cccc3ccccc23)CC1
0.1	-4	2	0	1	2.3	-1.7	0	i	-6	CC(/C=N/NC(=O)c1nn(C)c(C)c1Br)=C\c1ccccc1
-0.2	-5	2	-4	-2	0.0	0.1	2	i	0	CC(=O)Nc1sc2c(c1C(c1ccccn1)N1CCCC1)CCCC2 (centres undefined)
0.0	-3	-2	-3	2	-1.0	-0.5	-4	i	-3	CN(Cc1ccccc1)C(=O)c1[nH]cnc1C(=O)Nc1ccon1
-0.7	-11	-1	3	2	0.3	0.7	4	.	21	Cc1cc2c(c(=O)o1)C(CCC1CCCCC1)C(C#N)=C(N)O2 (centres undefined)
-2.0	-5	-2	-2	3	1.2	-4.6	3	i	5	Cn1c(=O)c2c(nc(NCCCN3CCOCC3)n2Cc2ccc(Cl)cc2)n(C)c1=O
